Screens deposited in PubChem BioAssay by several laboratories.
PMI activator: activators of human PMI, primary screen, biochemical, fluorescence intensity, near-Km mannose 6-phosphate; Mannose-6-phosphate isomerase (Homo sapiens), P34949; purified human PMI, coupled resazurin fluorescence, 20 min; active compounds read high; 1 = vehicle control, 0 substrate-free wells; activation factor at 20 µM; actives 0.005% (n = 190,000);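 active means activation factor of 2 or more at 20 µM, relative to plate controls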
Diaph act CS: compounds boosting diaphorase resazurin reduction – biochemical, uHTS, resorufin fluorescence, counter-screen for diaphorase-coupled primary assays, primary screen; AID 1229, 2008; actives 0.005% (n = 190,000); activation factor at 20 µM; Diaphorase/resazurin coupled assay, 16 min; active compounds read high; 1 = vehicle wells, 0 = NADH-free wells;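 active means diaphorase activity raised at least twofold by the compound at 20 µM; inactive means activation factor below 2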
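Assay system: Purified diaphorase enzyme from Clostridium kluyveri | Amount: Enzyme 0.07 U/mL final | Dosing: Compound 20 µM once, DMSO 1% | Timing: 16 min reaction at room temperature | Detection: Fluorescence, excitation 544 nm and emission 590 nm | Evaluation: Higher resorufin formation from activation or reduction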
PMI act satM6P: human PMI activators, high substrate, primary screen, biochemical, fluorescence intensity, near-saturating mannose 6-phosphate; coupled PMI enzyme assay, resazurin fluorescence, 20 min; active compounds read high; 1 = untreated enzyme, 0 = substrate-free blank; Mannose-6-phosphate isomerase (Homo sapiens), P34949; actives 0.34% (n = 190,000); AID 1216, 2008; activation factor at 20 µM;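 active means activation factor of 2 or more at 20 µM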
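Technique: Diaphorase-driven resazurin-to-resorufin fluorescence, excitation 544, emission 590 nm | Assay system: Human PMI in coupled enzyme assay | Times: Enzyme reaction with compound 20 min at room temperature | Medium: HEPES-buffered pH 7.4 with magnesium and detergent | Reagent: Mannose-6-phosphate 1.0 mM (near-saturating) plus 0.22 mM NADP+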
Diaphorase inh: diaphorase inhibitors and chemical oxidizers, primary screen, counter-screen for diaphorase-coupled primary assays, biochemical, uHTS, resorufin fluorescence; diaphorase resazurin-to-resorufin fluorescence, NADH, 16 min; bacterial (C. kluyveri) enzyme, not human; inhibition, % at 20 µM; actives 0.69% (n = 190,000); AID 1217, 2008;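 active means primary screen inhibition at 20 µM above a set limit, cut at about 50% in these data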;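 further: plate controls were DMSO with full reaction for no effect and wells lacking NADH for full effect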
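Assay system: diaphorase enzyme from Clostridium kluyveri; Input: enzyme working solution with 0.14 U/mL diaphorase; Timing: 16 min at room temperature; Technique: resorufin fluorescence, excitation 544 nm, emission 590 nm; Benchmarks: positive control minus NADH, DMSO neutral control.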
Hsp70 act: Hsp70 transcriptional activators, primary screen, cell-based, HeLa, Hsp70 promoter luciferase, luminescence, 10 µM. HeLa Hsp70 promoter luciferase reporter; scaled: vehicle 0, proteasome-inhibitor control 100%. activation, % at 10 µM. actives 0.04% (n = 200,000). AID 1203, 2008;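 active means activation above the mean across all tested compounds plus 3 SD, cutoff set per campaign, cut at about 5.5% in these data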;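 further: 100% = MG132 at 30 µM as the positive control and 0% = DMSO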
S1P3 antag: S1P3 receptor antagonists, primary screen, cell-based; Sphingosine 1-phosphate receptor 3 (Homo sapiens), Q99500; CHO S1P3 NFAT-BLA reporter, FRET fluorescence, antagonist mode; inhibition, % at 4.98 µM; actives 0.27% (n = 170,000);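 active means inhibition above the plate cutoff, the mean inhibition of test wells on that plate plus 3 SD, cut at about 28% in these data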;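 further: cells challenged with S1P at its EC80 of 0.8 µM; blue over green emission ratio from cleaved BLA substrate after 4 h stimulation; 0% = S1P-stimulated wells and 100% = unstimulated DMSO-only wells; some compounds past the cut are filed as inactive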
G6PDH counter: L. mesenteroides G6PDH inhibitors, counter-screen for G6PDH-coupled screening assays, biochemical, Leuconostoc mesenteroides enzyme; glucose-6-phosphate dehydrogenase [Leuconostoc mesenteroides]; Purified L. mesenteroides G6PDH, diaphorase/resazurin coupled fluorescence, 45 min; inhibition, % at 5 µM; actives 0.12% (n = 200,000); AID 1020, 2008
RAM network inh: inhibitors of the yeast RAM network, primary screen, dse1pr::URA3 reporter, 5-FOA selection | actives 1.8% (n = 190,000) | AID 868, 2007 | S. cerevisiae dse1pr::URA3 reporter, 5-FOA growth OD615, 2 d; analog-sensitive cbk1-as2 kinase mutant strain | inhibition, % at 50 µM;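 active means inhibition above a set limit, 3 SD over mean compound inhibition, cut at about 8.4% in these data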;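 further: 0% = DMSO-only wells with no growth and 100% = 10 µM 1-NA-PP1 full growth; inhibition rescues growth on 5-FOA so higher OD means more RAM inhibition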
Lmaj promast: Leishmania major promastigote growth inhibition, primary screen; Leishmania major promastigotes, resazurin fluorescence viability; inhibition, % at 10 µM; actives 9% (n = 200,000);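 further: promastigotes grown with compound for 44 hours at 28 °C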
Redox H2O2 prof: compounds producing H2O2 with reducing agent – biochemical, NIH compound library profiling, artefact control for MLSCN library redox annotation, primary screen; actives 0.03% (n = 200,000); DTT-dependent redox cycling H2O2, phenol red/HRP absorbance; 100% = 100 µM peroxide control, 0% = buffer; activation, % at 10 µM;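 active means activation of at least 50% relative to the plate's high and low controls in the primary single-dose screen; inactive means activation below 50%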;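 further: compound incubated with DTT at 0.8 mM final as the reducing agent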
TLR4-MyD88 BLA: inhibitors of TLR4-MyD88 association in cells, primary screen, cell-based, HeLa CL3-4, BLA complementation, FRET ratio | Toll-like receptor 4 (Homo sapiens) + Myeloid differentiation primary response protein … | HeLa CL3-4 TLR4/MyD88 BLA complementation | inhibition, % at 8.4 µM | actives 0.18% (n = 200,000); in the data active means inhibition above about 25%;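 further: 0% = vehicle and 100% = reference inhibitor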
Target sequence (O00206 whole entry, looked up): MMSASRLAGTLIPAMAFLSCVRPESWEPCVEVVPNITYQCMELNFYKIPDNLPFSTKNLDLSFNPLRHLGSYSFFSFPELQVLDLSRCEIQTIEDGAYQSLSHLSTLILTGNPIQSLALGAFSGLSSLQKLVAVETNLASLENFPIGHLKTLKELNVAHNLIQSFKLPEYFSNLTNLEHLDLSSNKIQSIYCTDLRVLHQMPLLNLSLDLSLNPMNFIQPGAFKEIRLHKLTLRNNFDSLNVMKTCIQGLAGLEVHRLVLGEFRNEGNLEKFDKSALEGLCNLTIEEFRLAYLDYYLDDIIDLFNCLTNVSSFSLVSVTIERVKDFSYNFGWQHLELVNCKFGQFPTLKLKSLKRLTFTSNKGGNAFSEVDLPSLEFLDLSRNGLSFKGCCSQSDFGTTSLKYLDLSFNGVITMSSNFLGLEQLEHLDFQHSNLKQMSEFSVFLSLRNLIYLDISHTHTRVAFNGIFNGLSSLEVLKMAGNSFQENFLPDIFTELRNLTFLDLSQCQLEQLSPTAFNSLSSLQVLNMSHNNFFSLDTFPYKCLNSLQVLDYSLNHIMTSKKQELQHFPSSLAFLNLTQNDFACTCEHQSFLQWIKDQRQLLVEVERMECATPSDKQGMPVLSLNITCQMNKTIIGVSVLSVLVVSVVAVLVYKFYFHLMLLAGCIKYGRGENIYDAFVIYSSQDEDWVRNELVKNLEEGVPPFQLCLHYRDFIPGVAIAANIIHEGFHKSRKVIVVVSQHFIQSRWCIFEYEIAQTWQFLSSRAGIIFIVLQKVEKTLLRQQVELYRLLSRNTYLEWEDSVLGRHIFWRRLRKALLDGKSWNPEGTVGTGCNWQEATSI
Target sequence (Q99836 whole entry, looked up): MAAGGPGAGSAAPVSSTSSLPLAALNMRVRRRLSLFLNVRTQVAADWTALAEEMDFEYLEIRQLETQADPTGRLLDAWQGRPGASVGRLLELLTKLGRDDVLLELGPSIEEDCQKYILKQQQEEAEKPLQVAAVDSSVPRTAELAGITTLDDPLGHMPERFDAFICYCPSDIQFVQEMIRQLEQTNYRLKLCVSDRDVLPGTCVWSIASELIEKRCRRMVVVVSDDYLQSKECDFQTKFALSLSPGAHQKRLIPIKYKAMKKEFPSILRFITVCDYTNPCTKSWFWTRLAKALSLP
* hit, by the source's call; . = no result given. Unless noted, no stated cut-off is given here; in the data, active means inhibition above about 50%; inactive means the rest.

SMILES	PMI activator	Diaph act CS	PMI act satM6P	Diaphorase inh	Hsp70 act	S1P3 antag	G6PDH counter	RAM network inh	Lmaj promast	Redox H2O2 prof	TLR4-MyD88 BLA
O=C(Nc1ccc(F)c(F)c1)c1ccc(F)c(S(=O)(=O)N2CCOCC2)c1	1	0.9	1	9.0	-0.4	.	1.1	1.9	-3.4	0.0	-10.3
Cc1cc2oc(=O)cc(CSc3nnc(C)n3N)c2cc1C(C)C	0.9	0.9	0.9	13.4	1.5	.	12.5	0.7	43.0	0.5	5.6
COc1ccc(OC)c2sc(NNC(=O)COc3ccccc3)nc12	1	0.9	1.1	9.1	-0.4	-17.2	2.6	4.4	-3.8	-0.6	-2.6
CCOC(=O)Cc1csc(NC(=O)c2cccnc2)n1	0.9	0.9	0.9	9.4	-0.3	-65.5	1.5	0.3	-4.2	2.8	1.3
CCOc1ccc2ncc(S(=O)(=O)c3ccc(C)cc3)c(N3CCC4(CC3)OCCO4)c2c1	0.8	0.8	0.9	21.8	-0.5	-2.8	-20.2	3.1	18.8	0.6	1.5
C(=N\N1CCOCC1)/c1cccs1	1	0.8	0.9	16.0	-0.2	14.3	-7.6	-0.3	-2.9	-0.3	-0.6
CCOC(=O)c1c(NC(=S)NC(=O)c2ccc(Cn3cc(Cl)cn3)o2)sc2c1CCC(C)C2 (stereo unspecified)	1	0.9	1	11.6	-0.2	.	-2.9	3.0	-2.8	-7.2	-6.2
O=C(O)C1CC=CCC1C(=O)Nc1ccccc1 (stereo unspecified)	1	1	1	4.4	-0.1	.	-1.3	-1.0	-7.8	0.0	-1.1
COc1ccc2c(C)cc3nncn3c2c1	1.2	1.1	1.1	-14.5	-0.4	-1.1	2.7	0.1	12.0	-0.9	-18.1
O=C(CN1C(=O)CSc2ccc(S(=O)(=O)N3CCOCC3)cc21)NCCCN1CCOCC1	1	0.9	1	6.3	0.0	-22.0	1.5	-1.3	-7.6	0.0	4.3
Cc1ccc(C)c(N2CCN(S(=O)(=O)c3cccc4cccnc34)CC2)c1	1	0.9	1	14.8	-0.1	11.9	4.1	3.0	65.6*	-1.1	-16.2
O=C(Nc1cccnc1)c1sc(Nc2ccccc2)nc1-c1ccccc1	1	0.8	1	16.0	-0.6	-1.4	-2.1	5.2	-6.6	-0.1	-6.8
O=C(CSc1nncs1)NC(=O)NC1CCCC1	1	1	1	4.6	0.1	-10.5	2.3	-0.1	-9.4	-0.2	-10.3
O=C(Nc1ccccc1)OCc1cn(-c2ccc(Cl)cc2)nn1	1	0.9	1.1	6.6	-0.2	.	-0.3	4.2	-4.8	17.5	2.2
O=C(c1ccccc1)N1CCN(c2ccc([N+](=O)[O-])c(NCc3ccco3)c2)CC1	0.8	0.7	0.6	28.1	-0.1	.	10.0	4.0	65.6*	1.9	4.3

Shown bar-delimited: two of the compounds above.
Compound | PMI activator | Diaph act CS | PMI act satM6P | Diaphorase inh | Hsp70 act | S1P3 antag | G6PDH counter | RAM network inh | Lmaj promast | Redox H2O2 prof | TLR4-MyD88 BLA
CCOc1ccc2ncc(S(=O)(=O)c3ccc(C)cc3)c(N3CCC4(CC3)OCCO4)c2c1 | 0.8 | 0.8 | 0.9 | 21.8 | -0.5 | -2.8 | -20.2 | 3.1 | 18.8 | 0.6 | 1.5
O=C(Nc1ccc(F)c(F)c1)c1ccc(F)c(S(=O)(=O)N2CCOCC2)c1 | 1 | 0.9 | 1 | 9.0 | -0.4 | . | 1.1 | 1.9 | -3.4 | 0.0 | -10.3

Continued.
SMILES	PMI activator	Diaph act CS	PMI act satM6P	Diaphorase inh	Hsp70 act	S1P3 antag	G6PDH counter	RAM network inh	Lmaj promast	Redox H2O2 prof	TLR4-MyD88 BLA
CC(C)c1nc(NCCO)c2nnn(Cc3ccccc3)c2n1	1	1	1	-1.9	-0.2	-6.0	5.6	1.2	-1.4	-0.5	10.5
CC1(C)Cc2ccccc2-c2nnc(SCc3ccccc3)n21	1	0.9	0.9	11.2	0.0	.	-3.1	4.3	30.2	-0.6	0.0
Cc1ccc(NC(=O)Cn2nnc(C(=O)NCc3ccco3)c2N)cc1	1	1	1	2.6	-0.3	.	4.6	0.9	22.2	0.1	-5.0
COc1ccc(N=C2SC(C(=O)Nc3ccc(OC)cc3)CC(=O)N2CCN2CCOCC2)cc1 (stereo unspecified)	1	0.8	0.9	16.0	-0.3	-6.1	-0.7	1.0	57.7*	-0.7	-2.7
COC(=O)/C=c1/s/c(=C(/C#N)C(=O)NCc2ccccc2)n(-c2ccccc2)c1=O	1.1	1	1.1	2.0	-0.2	.	3.3	3.9	5.2	0.9	3.6
CN(C)c1cccc(C(=O)NNC(=O)NC2CCCCC2)c1	1	0.9	1.1	12.7	-0.3	-5.6	-9.1	1.4	-4.5	-0.1	0.2
c1ccc(Nc2nc(-c3cccs3)cs2)nc1	0.9	0.8	0.9	23.3	0.0	-15.8	6.8	-1.2	8.0	-0.2	-8.2
CCC(C)NCC(=O)Nc1cc(S(=O)(=O)N(CC)c2ccccc2)ccc1Cl (stereo unspecified)	1	1	1	4.0	-0.1	1.2	4.2	1.8	63.7*	-0.1	5.2
O=C(c1ccc2ccccc2c1)N1CCN(S(=O)(=O)/C=C/c2ccccc2)CC1	1	1	1	0.0	-0.2	-24.8	8.4	1.7	7.9	-0.9	-9.3
Cc1ccc(S(=O)(=O)N2CCOCC2)cc1NC(=O)COC(=O)c1cc(=O)[nH]c2ccccc12	1.1	0.8	0.9	22.7	0.0	-7.8	-2.8	2.5	-2.3	-0.1	-3.1
O=C(NCCCn1ccnc1)C1CC(c2cccc(Br)c2)=NO1 (stereo unspecified)	1	1	1	4.1	-0.1	-10.5	0.4	1.6	1.9	-1.0	15.4
N#CC(C(=O)Nc1ccccc1)=C1CCCCC1	1	1	0.9	3.8	0.0	-14.3	-16.5	2.0	0.2	-2.4	3.2
C#CCCCCCCCCC(=O)NCCCC	1	0.9	1	9.6	-0.1	6.0	4.6	0.2	-9.3	-2.0	-0.6
COc1ccc(N(C(=O)c2cccnc2)S(=O)(=O)c2ccc3c(c2)n(C)c(=O)n3C)cc1	0.9	0.9	0.9	14.0	-0.2	-29.6	-10.9	2.7	0.4	0.5	-39.2
CCCC1=C(C(=O)OCC)C(c2ccc(F)cc2)n2ncnc2N1 (stereo unspecified)	1	0.8	0.9	24.9	0.0	-3.0	3.8	3.2	-1.4	0.1	3.1
CN(C)c1ccc(N=Nc2ccccc2C(=O)OCC(=O)N(C)c2ccccc2)cc1	1	0.8	1	15.1	-0.3	-2.3	-47.1	10.3*	10.8	1.1	-4.6
Cc1cc(C)c2[nH]c(=O)c(CN(CC3CCCO3)S(=O)(=O)c3ccc4c(c3)OCCO4)cc2c1 (stereo unspecified)	1	0.9	1	10.1	-0.5	4.2	3.3	0.4	4.7	1.7	-18.3
O=C(c1ccc2ncsc2c1)N1CCN(c2ccccc2Cl)CC1	1.1	0.9	1	6.7	-0.2	-13.3	-5.9	1.4	38.0	0.1	-5.2
CC(=O)c1ccc(N2CCN(CC(=O)N(CC(C)C)c3c(N)n(CC(C)C)c(=O)[nH]c3=O)CC2)cc1	0.9	1	1	3.3	-0.2	7.4	-2.0	-1.6	4.4	-0.7	1.5
Cc1[nH]c2ccccc2c1/C=N/NC(=S)NC(C)C	0.9	0.7	0.9	26.2	0.0	-3.5	7.3	0.6	31.3	-1.0	-0.9
Cc1ccccc1NC(=O)NC1(C(=O)N2CCOCC2)CCCCC1	0.9	0.8	0.9	21.4	-0.1	1.1	9.7	-1.3	-4.6	-0.7	5.5
O=C(Nc1cnc2ccccc2c1)c1cccc(-n2cnnn2)c1	1	0.9	1	6.7	0.3	-28.6	7.1	0.0	8.7	2.7	-1.9
Cc1ccc(-c2csc(NC(=O)Cc3cccs3)n2)cc1C	1.1	0.9	1	9.7	-0.3	.	3.1	2.5	-0.5	0.1	1.7
COc1ccc(C(=O)NCC(=O)NCC(=O)OCc2ccc(Br)cc2)cc1	0.9	1	0.9	4.7	-0.3	1.9	-1.0	-0.2	12.3	-0.1	-0.1
CCOC(=O)c1cccc(NC(=O)CSc2nc3ccccc3c(=O)n2CC)c1	0.8	0.8	0.9	17.3	-0.4	16.8	-37.2	5.0	-4.8	-3.0	9.0
Cc1ccc(-c2csc3ncn(Cc4ccc(C(=O)O)cc4)c(=O)c23)cc1C	0.8	0.7	0.7	25.1	-0.2	-12.8	10.2	2.9	-6.7	-0.9	-9.9
Cc1ccc(NC(=S)NNC(=O)c2nnn(-c3ccccc3)c2C)cc1	0.9	0.8	1.1	16.7	-0.1	3.1	3.4	1.3	-3.7	0.0	-6.9
CCC(=O)c1ccc(OCc2ccccc2)c(OC)c1	1	0.9	1	10.0	0.1	-1.5	1.9	2.6	45.1	.	-15.8
CCOC(=O)c1c(N)sc(C(O)(C(F)(F)F)C(F)(F)F)c1-c1ccc(F)cc1	0.8	0.8	0.9	21.0	-0.3	.	6.6	-1.8	-2.4	2.3	-16.9
Cc1cccc(-n2cc(C#N)c(=O)[nH]c2=O)n1	1	0.8	0.9	18.8	-0.1	-15.7	-4.0	1.2	-4.4	-0.3	-2.6
O=C(NC1CCCCCC1)C1c2ccccc2C(=O)N1CCCN1CCOCC1 (stereo unspecified)	1	0.9	1.1	9.5	-0.4	-33.7	-1.0	0.7	-8.1	16.4	-8.7
Cc1cnn(C(=O)c2oc3ccccc3c2C)c1	1	0.9	1	8.0	-0.2	13.9	-17.1	-0.1	-8.5	0.7	8.0
COc1ccc(NC(=O)c2sc3nc(Cc4ccccc4)cc(C(F)(F)F)c3c2N)cc1OC	0.9	0.8	0.9	24.0	-0.2	-9.9	-0.3	4.4	16.4	0.0	-15.7
